DSG3 Ab inh = inhibitors of pemphigus antibody binding to human desmoglein-3. P32926. DSG3-coupled beads, scFv-anti-DSG3-GFP binding, flow cytometry; hits give low values. binding (percent of control), % at 10 µM. 310,000 compounds, 0.48% hits;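 active means binding more than 3 SD below its plate's average and above zero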;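 further: hits lower antibody fragment binding to DSG3; some compounds called inactive have numbers as strong as hits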
Target sequence (P32926 whole entry, looked up, the tested form may be a part): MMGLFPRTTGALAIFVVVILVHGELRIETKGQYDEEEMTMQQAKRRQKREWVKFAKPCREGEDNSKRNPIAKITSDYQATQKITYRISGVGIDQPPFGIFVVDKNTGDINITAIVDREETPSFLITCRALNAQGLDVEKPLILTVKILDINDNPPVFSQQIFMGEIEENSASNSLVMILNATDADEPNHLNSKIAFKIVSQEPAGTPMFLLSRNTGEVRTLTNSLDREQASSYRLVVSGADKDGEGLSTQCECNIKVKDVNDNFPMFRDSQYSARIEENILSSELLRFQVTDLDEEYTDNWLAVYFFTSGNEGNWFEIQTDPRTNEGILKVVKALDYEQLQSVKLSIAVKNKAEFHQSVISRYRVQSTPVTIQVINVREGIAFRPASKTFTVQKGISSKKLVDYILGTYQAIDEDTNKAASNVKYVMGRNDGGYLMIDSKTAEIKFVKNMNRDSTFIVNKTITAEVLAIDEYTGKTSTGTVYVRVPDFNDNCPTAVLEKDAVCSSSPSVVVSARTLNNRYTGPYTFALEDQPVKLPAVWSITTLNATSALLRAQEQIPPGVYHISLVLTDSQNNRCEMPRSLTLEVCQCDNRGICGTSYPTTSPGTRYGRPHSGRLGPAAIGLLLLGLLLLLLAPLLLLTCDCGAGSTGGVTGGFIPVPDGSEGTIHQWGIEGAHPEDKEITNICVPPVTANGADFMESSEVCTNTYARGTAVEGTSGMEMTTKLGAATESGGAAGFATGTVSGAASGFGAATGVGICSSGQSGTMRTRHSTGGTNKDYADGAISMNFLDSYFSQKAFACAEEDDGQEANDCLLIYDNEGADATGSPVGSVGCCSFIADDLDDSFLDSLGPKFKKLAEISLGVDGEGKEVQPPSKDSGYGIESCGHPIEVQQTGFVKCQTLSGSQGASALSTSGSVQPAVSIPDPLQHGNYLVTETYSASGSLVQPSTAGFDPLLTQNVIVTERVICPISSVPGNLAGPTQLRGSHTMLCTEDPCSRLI
phage Ecoli inh = E. coli growth loss with phage present; growth absorbance; inhibition, % at 11.9 µM; 360,000 compounds, 0.26% hits; AID 651602; in the data active means inhibition above about 11%
PKA-R1A activ = PKA-R1A complex activation | P00514+P68181 | AID 504707 | 340,000 compounds, 0.083% hits | PKA-R1A dissociation, Cy5-IP20 fluorescence polarization; scaled: DMSO 0%, 113 µM cGMP 100% | activation, % at 11.4 µM;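 active means percent activation above the mean of all tested compounds plus 3 SD, cut at about 19% in these data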;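 further: higher means more PKAc released from R1A so a rise in polarization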
Numbers without * were called inactive. Not all compounds are listed (hit frequency here may not be typical).

| smiles | DSG3 Ab inh | phage Ecoli inh | PKA-R1A activ |
| --- | --- | --- | --- |
| Nc1ccccc1SC(CC(=O)c1ccccc1)c1cccc([N+](=O)[O-])c1 (stereo unspecified) | 109 | -1.4 | 1 |
| O=C(OCC(=O)N1CCNC1=O)c1ccccc1Cl | 99 | 3.0 | -12 |
| COc1cc(NC(=O)c2sc3ncn(CC(=O)N4CCCCC4C)c(=O)c3c2C)cc(OC)c1OC (stereo unspecified) | 97 | 3.6 | 5 |
| COc1ccc(CCNC(=O)C(=O)c2cn(CC(=O)N3CCCC3)c3ccccc23)cc1 | 102 | -0.9 | 1 |
| CCc1ccccc1NC(=O)CSc1nc2cc(C(=O)NCC3CCCO3)ccc2c(=O)n1CC1CCCO1 (stereo unspecified) | 107 | -2.3 | 4 |
| COc1ccc([C@H]2C[C@@H](n3cc(COC(=O)c4ccccc4)nn3)[C@H](O)CN2CC2CCCCC2)cc1 | 103 | 3.1 | -13 |
| O=C(C1CN(C(=O)c2cc3ccccc3o2)c2ccccc2O1)N1CCCCC1 (stereo unspecified) | 106 | 1.8 | -5 |
| Cc1ccc(NC(=O)c2nc[nH]c2C(=O)Nc2ccccc2F)cc1 | 105 | -1.8 | -2 |
| Cc1ccc(NC(=O)CN2CCN(S(=O)(=O)c3ccc4c(c3)OCCO4)CC2)c(C)c1 | 103 | -0.5 | -3 |
| C/C(=N\NC(=O)c1nnn(-c2nonc2N)c1CSc1ccc(C)cc1)c1cccs1 | 107 | 3.2 | -6 |
| CC(=O)Oc1ccc(N(C(C)=O)S(=O)(=O)c2ccccc2)c2ccccc12 | 97 | 0.7 | 0 |
| Nc1nc(N=Nc2ccc(O)cc2)cc(=O)[nH]1 | 109 | 2.6 | -6 |
| CC1(C)CN(CCc2ccccc2)C(=O)[C@H]1CC(=O)Nc1ccc(Br)cc1 | 97 | 3.2 | 1 |
| CC1(C)CC2(OC2c2ccccc2)C(=O)c2ccccc21 (stereo unspecified) | 106 | 1.5 | 8 |
| CC1COC(=C2C(=O)OCC2C)C1 (stereo unspecified) | 108 | 0.2 | 5 |
| C[C@H]1CN([C@@H](C)CO)C(=O)c2cc(Br)cnc2O[C@H]1CN(C)S(=O)(=O)c1ccccc1F | 97 | 1.8 | -3 |
| CN(N=Cc1ccccc1)C(=S)Nc1ccccc1 | 103 | 1.6 | 4 |
| CCCCn1nc(C(=O)N(C)Cc2nc3ccccc3c(=O)[nH]2)c2ccccc2c1=O | 94 | 0.3 | 9 |
| Nc1cc(N)nc(SCc2ccccc2Cl)n1 | 97 | 0.6 | 10 |
| CC(C)C#Cc1cnc2c(c1)C(=O)N([C@H](C)CO)C[C@@H](C)[C@H](CN(C)C(=O)Nc1ccccc1F)O2 | 110 | 3.7 | -6 |
| C[C@@H]1CN([C@@H](C)CO)C(=O)c2cc(Br)cnc2O[C@@H]1CN(C)S(C)(=O)=O | 94 | 5.8 | -2 |
| CCOC(=O)c1c(C)[nH]c(C(=O)N(C)CC(=O)Nc2ccc(OCC)c(OCC)c2)c1C | 98 | 3.5 | -4 |
| COc1ccc(CN2C(=O)C(CC(=O)NC3CCCCC3)CC(C(=O)N3CCOCC3)=C2C)cc1 (stereo unspecified) | 102 | 2.0 | 1 |
| COc1ccc(NC(=O)N(C)C[C@@H]2OCc3cnnn3CCCC(=O)N([C@H](C)CO)C[C@H]2C)cc1 | 99 | 1.4 | 2 |
| O=C(c1ccoc1)N1CCN(c2cc(-c3cccc(F)c3)nc3cc(-c4cccc(Cl)c4)nn23)CC1 | 99 | 1.4 | 0 |
| COc1ccc(NC(=O)[C@H](C)NS(=O)(=O)c2ccc(NC(C)=O)cc2)cc1Cl | 102 | 4.2 | 0 |
| Cc1ccc(CCNC(=O)CN2C(=O)CSc3ccc(S(=O)(=O)N4CCOCC4)cc32)cc1 | 100 | 3.7 | -7 |
| N#CC(=Cc1ccccn1)c1nc(-c2ccc(Cl)cc2)cs1 | 105 | 2.0 | -1 |
| Cc1ccc(NC2CCCN(C(=O)c3cc(C(C)C)nn3C)C2)cc1C (stereo unspecified) | 99 | 0.8 | 5 |
| CN(C)S(=O)(=O)c1ccc2c(c1)nc(CCC(=O)NCC(=O)Nc1ccc(F)c(F)c1F)n2C | 113 | 2.1 | -7 |
| CC(C#N)(NC(=O)CN1CCN(S(=O)(=O)c2cccc(F)c2)CC1)C1CC1 (stereo unspecified) | 93 | 4.8 | -1 |
| CCOC(=O)N1CCC(=NNC(N)=O)C1 | 107 | 3.5 | -2 |
| CC1=C(C(=O)N(C)C)CC(CC(=O)NCCCN(C)C)C(=O)N1Cc1ccccc1 (stereo unspecified) | 111 | 0.2 | -2 |
| O=C(Cc1ccccc1F)Nc1cccc(S(=O)(=O)N2CCCCC2)c1 | 103 | 2.5 | -2 |
| COc1ccccc1C(=O)NCCC(=O)NCCOc1ccc(C)cc1 | 98 | -1.4 | 3 |
| CCN1C(=O)[C@H]2[C@@H](c3ccc(OC)cc3)N[C@]3(CCCN(Cc4ccc(C)cc4)C3=O)[C@H]2C1=O | 101 | 4.0 | 1 |
| CSc1ncnc2c1ncn2CCCNCc1ccco1 | 104 | 1.8 | -2 |
| CCCCn1c(N)c(N(CCOC)C(=O)CCS(=O)(=O)c2ccc(C)cc2)c(=O)[nH]c1=O | 101 | -2.0 | 0 |
| COC(=O)[C@@H](NS(=O)(=O)c1ccc(F)cc1Br)C(C)C | 78 | 0.1 | 12 |
| COc1ccccc1CN(C)C[C@@H]1OCc2cnnn2CCCC(=O)N([C@@H](C)CO)C[C@H]1C | 101 | 3.9 | 8 |
| Cc1ccc(NC(=O)c2cc(S(=O)(=O)N3CCCCC3)ccc2N2CCOCC2)cc1 | 102 | -0.9 | -9 |
| O=C(C1CCCCC1)N1C[C@@H](O)[C@H](n2cc(C3CC3)nn2)C[C@@H]1c1ccc(Cl)cc1 | 106 | 0.7 | -12 |
| C[C@H]1CN([C@@H](C)CO)S(=O)(=O)c2ccc(Br)cc2O[C@H]1CN(C)C(=O)Cc1ccccn1 | 104 | 3.7 | -7 |
| COC(=O)CN1C(=O)COc2ccc(S(=O)(=O)N3CCCCC3)cc21 | 96 | 2.8 | -5 |
| CC(Nc1ccc(Br)cc1)C(=O)NC(=O)NC1CCCCC1 (stereo unspecified) | 103 | 4.2 | 5 |

Record cards (already shown):
`CC(C#N)(NC(=O)CN1CCN(S(=O)(=O)c2cccc(F)c2)CC1)C1CC1` (stereo unspecified) is listed with DSG3 Ab inh = 93; phage Ecoli inh = 4.8; PKA-R1A activ = -1
`CC(Nc1ccc(Br)cc1)C(=O)NC(=O)NC1CCCCC1` (stereo unspecified) is listed with DSG3 Ab inh = 103; phage Ecoli inh = 4.2; PKA-R1A activ = 5
`O=C(Cc1ccccc1F)Nc1cccc(S(=O)(=O)N2CCCCC2)c1` is listed with DSG3 Ab inh = 103; phage Ecoli inh = 2.5; PKA-R1A activ = -2

Sorted by value in PKA-R1A activ (rising): some entries from above.
Structure | PKA-R1A activ
CC(C#N)(NC(=O)CN1CCN(S(=O)(=O)c2cccc(F)c2)CC1)C1CC1 (stereo unspecified) | -1
CCCCn1c(N)c(N(CCOC)C(=O)CCS(=O)(=O)c2ccc(C)cc2)c(=O)[nH]c1=O | 0
COc1ccccc1C(=O)NCCC(=O)NCCOc1ccc(C)cc1 | 3

Random excerpt: 4 entries already listed.
| smiles | DSG3 Ab inh | phage Ecoli inh | PKA-R1A activ |
| --- | --- | --- | --- |
| CCN1C(=O)[C@H]2[C@@H](c3ccc(OC)cc3)N[C@]3(CCCN(Cc4ccc(C)cc4)C3=O)[C@H]2C1=O | 101 | 4.0 | 1 |
| CCOC(=O)N1CCC(=NNC(N)=O)C1 | 107 | 3.5 | -2 |
| CC(C)C#Cc1cnc2c(c1)C(=O)N([C@H](C)CO)C[C@@H](C)[C@H](CN(C)C(=O)Nc1ccccc1F)O2 | 110 | 3.7 | -6 |
| O=C(OCC(=O)N1CCNC1=O)c1ccccc1Cl | 99 | 3.0 | -12 |

Additional structures.
| smiles | DSG3 Ab inh | phage Ecoli inh | PKA-R1A activ |
| --- | --- | --- | --- |
| C[C@H]1CN([C@@H](C)CO)C(=O)c2c(c3ccccc3n2C)-c2ccccc2CO[C@H]1CN(C)C(=O)[C@@H]1CCCN1C | 110 | 3.2 | -7 |
| COC1CC(NC(C)=O)C(OC(=O)c2ccccc2)C(CBr)O1 (stereo unspecified) | 107 | 2.0 | 2 |
| CCCCN1C[C@H](C)[C@@H](CC(=O)NC)C1=O | 108 | 2.6 | 2 |
| Cc1cccc(OCc2nnc(SCC(=O)NCc3ccc4c(c3)OCO4)o2)c1 | 98 | 5.5 | 0 |
| CC(Sc1nnc(-c2ccccc2F)n1C)C(=O)Nc1ccc(N2CCOCC2)cc1 (stereo unspecified) | 95 | 1.5 | -5 |
| Cc1cc(C)c(N2C(=O)CC(Sc3ccccc3N)C2=O)c(C)c1 (stereo unspecified) | 103 | 0.9 | 2 |
| Cc1cccc(C(=O)Nc2ccc(C(=O)c3ccncc3)cc2)c1 | 98 | 4.7 | 2 |

No new results follow: entries from further up.
| smiles | DSG3 Ab inh | phage Ecoli inh | PKA-R1A activ |
| --- | --- | --- | --- |
| Cc1cc(C)c(N2C(=O)CC(Sc3ccccc3N)C2=O)c(C)c1 (stereo unspecified) | 103 | 0.9 | 2 |
| Cc1cccc(C(=O)Nc2ccc(C(=O)c3ccncc3)cc2)c1 | 98 | 4.7 | 2 |

Screening results as filed in PubChem.
